# Source: PubChem
# POLI inh: inhibitors of human DNA polymerase iota; Q9UNA4; Pol iota fluorescent replication assay, 10 min; Potency, µM (series often up to 115 µM), for the others: top-dose activity, negative = inhibition, hits mostly inhibitors; actives 1% (n = 390,000)
#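 Pol iota at 10 nM preincubated 15 min with compounds at room temperature; reaction started with fluorescent substrate, 50 nM final. Fluorescence read kinetically at 0 and 10 min; buffer-only wells as negative control.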
# BAZ2B block: BAZ2B (human) inhibition; Q9UIF8; AlphaScreen BAZ2B-H3K14Ac peptide displacement; actives 4.4% (n = 360,000); Potency, µM (series often up to 114 µM), for the others: top-dose activity change, negative = inhibition, actives largely listed as inhibitors; further: on the % scale 0 is the no-effect control and ±100 the full control effect; nearly all actives have a fitted effect of over 60% in size
#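 In this displacement format the biotinylated H3(5-23) peptide acetylated at Lys14 serves as ligand at 50 nM, with BAZ2B at 50 nM in PBS pH 7.4 containing 0.01% Tween-20. Donor and acceptor beads are 10 ug/mL final.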
# G9a inh: inhibitors of human histone lysine methyltransferase G9a; Potency, µM (series often up to 102 µM), without a hit: top-dose activity, negative = inhibition, usual class: inhibitors; AID 504332; G9a H3K9 monomethylation, AlphaScreen, 2 h; actives 8.8% (n = 350,000); further: on the % scale 0 is the no-effect control and ±100 the full control effect; nearly all actives have a fitted effect of over 75% in size
#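 Signal arises when biotinylated H3K9 peptide, once monomethylated, bridges streptavidin donor and antibody-captured acceptor beads. Enzyme at 20 nM was preincubated 15 min with test compounds; peptide 500 nM and SAM 20 uM then reacted for 2 h.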
# BLM inh: inhibitors of human Bloom syndrome helicase BLM; P54132; recombinant BLM DNA unwinding, fluorescence dequenching; Potency, µM (doses to about 56.1 µM), inactives show top-dose activity change, negative = inhibition, actives largely listed as inhibitors; actives 0.2% (n = 350,000); AID 2528;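 further: plate controls were vehicle for no effect and no enzyme for full effect; nearly all actives have a fitted effect of over 35% in size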
# POLH inh: inhibitors of human DNA polymerase eta | Q9Y253 | recombinant Pol eta, fluorescent DNA replication assay | Potency, µM (doses to about 114 µM), without a hit: at the top dose activity change, negative = inhibition, actives largely listed as inhibitors | actives 1.2% (n = 390,000) | AID 588591; further: on the % scale 0 is the no-effect control and ±100 the full control effect
# Target sequence (Q9Y253 whole entry, looked up): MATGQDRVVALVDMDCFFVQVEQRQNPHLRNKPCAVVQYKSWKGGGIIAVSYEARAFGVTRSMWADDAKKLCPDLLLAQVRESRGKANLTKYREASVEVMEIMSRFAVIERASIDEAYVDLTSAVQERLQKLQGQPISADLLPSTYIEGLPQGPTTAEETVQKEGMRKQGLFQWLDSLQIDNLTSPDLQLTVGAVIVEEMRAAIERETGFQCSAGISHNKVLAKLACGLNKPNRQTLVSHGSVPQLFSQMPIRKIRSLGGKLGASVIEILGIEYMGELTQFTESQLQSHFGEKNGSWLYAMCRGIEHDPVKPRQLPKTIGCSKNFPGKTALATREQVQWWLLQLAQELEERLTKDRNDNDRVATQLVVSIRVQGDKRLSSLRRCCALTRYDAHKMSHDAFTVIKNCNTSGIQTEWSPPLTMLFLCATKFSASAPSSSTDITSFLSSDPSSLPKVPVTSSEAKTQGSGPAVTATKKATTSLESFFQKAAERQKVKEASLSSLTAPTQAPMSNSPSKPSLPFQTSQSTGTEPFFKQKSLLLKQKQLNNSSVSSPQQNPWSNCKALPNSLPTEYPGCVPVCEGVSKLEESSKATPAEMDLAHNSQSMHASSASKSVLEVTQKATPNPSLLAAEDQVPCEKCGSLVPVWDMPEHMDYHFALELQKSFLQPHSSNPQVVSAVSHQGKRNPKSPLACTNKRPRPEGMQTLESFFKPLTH
#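 Pol eta at 10 nM preincubated with compounds 15 min at room temperature; reaction started with fluorescent substrate (50 nM final) and read kinetically at 0 and 10 min.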
# Pol beta inh: inhibitors of human DNA polymerase beta | Potency, µM (highest dose often 114 µM), for inactives: at the highest dose activity change, negative = inhibition, most hits filed as inhibitors | P06746 | Pol beta primer extension/strand displacement, fluorescence kinetic | actives 1.3% (n = 340,000); further: on the % scale 0 is the no-effect control and ±100 the full control effect
#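 Human Pol beta at 10 nM; strand-displacement substrate 50 nM final. Compound exposure 15 min at room temperature before start, reaction 10 min at room temperature.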
# APE1 inh: blocks human APE1 abasic DNA cleavage; recombinant APE1, TAMRA/BHQ-2 abasic DNA cleavage fluorescence; Potency, µM (series often up to 65.8 µM), for the others: at the top dose activity change, negative = inhibition, actives largely listed as inhibitors; actives 0.35% (n = 350,000);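 further: plate controls were vehicle for no effect and reference inhibitor for full effect; nearly all actives have a fitted effect of over 55% in size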
#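 Readout is kinetic fluorescence (ex 525, em 598 nm) from cleavage of 50 nM TAMRA/BHQ-2 THF abasic duplex by 0.75 nM APE1, compound added 15 min beforehand at RT.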
# POLK inh: inhibitors of human DNA polymerase kappa; purified Pol kappa, fluorescent DNA synthesis assay, 10 min; AID 588579; actives 0.53% (n = 400,000); Potency, µM (top dose mostly 107 µM), without a hit: at the highest dose activity, negative = inhibition, most hits filed as inhibitors; Q9UBT6; further: on the % scale 0 is the no-effect control and ±100 the full control effect
#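 Pol kappa 10 nM + cpd, 15 min RT; start w/ substrate 50 nM final; fluorescence kinetic read, 0 and 10 min. Neg ctrl: buffer, no enzyme.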
# Anesthetic bind: binds horse apoferritin like a general anesthetic. actives 0.074% (n = 350,000). P02791. apoferritin/1-aminoanthracene competitive binding, fluorescence. Potency, µM (top dose mostly 77.5 µM), for the others: at the highest dose activity change, negative = displacement, most hits filed as inhibitors; further: on the % scale 0 is the no-effect control and ±100 the full control effect; nearly all actives have a fitted effect of over 20% in size
# Target sequence (P02791 2-175 limits assumed): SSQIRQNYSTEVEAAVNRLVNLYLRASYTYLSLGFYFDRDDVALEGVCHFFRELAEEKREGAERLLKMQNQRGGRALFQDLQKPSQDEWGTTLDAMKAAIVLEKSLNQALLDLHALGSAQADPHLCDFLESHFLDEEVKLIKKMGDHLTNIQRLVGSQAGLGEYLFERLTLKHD
#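 Probe: 1-aminoanthracene (50% saturated, PBS). Protein: horse-spleen apoferritin, 10 uM. Incubation: 10 min, room temperature. Detection: 380 nm excitation, 535 nm emission. Analysis: normalized response, four-parameter Hill.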
# An asterisk follows results filed as active; ? = inconclusive; / = no result given; & = joins results of further samples; [ ] = remark or other dose. The call rests on the fitted dose curve; in most records, active means well fitted curve in the direction sought with a large enough effect; inconclusive means small, poorly fitted or top-dose-only effect, or another doubt; inactive means no such curve, though single readings can be large; an effect the other way counts as inactive or inconclusive. Potency means the concentration at half of the fitted maximal effect. The list is partial; rates above refer to the full screens.
# The line under a structure holds: G9a inh, Pol beta inh, POLK inh, POLH inh, APE1 inh, Anesthetic bind, BLM inh, BAZ2B block, POLI inh
[1] COc1ccc(CNC(=O)C(c2ccco2)N(C(=O)Cc2cccs2)c2cccnc2)cc1 (centres undefined)
  -4%, 4%, -1%, -17%, 9%, -18%, 7%, 18%, 166%[activator]
[2] COc1cccc(-c2nnc(Nc3nc4c(F)cccc4s3)o2)c1
  -6%[59 µM], 13%, -3%[60.1 µM], ?, -10%, 36%, -12%, 25%, 14%
[3] COC(=O)c1sc(S(=O)(=O)N2CCN(c3ccc(OC)cc3)CC2)c(C(=O)OC)c1C
  -11%[59 µM], 8%&-1%, 6%&-4%, -18%&-15%, 9%, ?, -3%&-8%, ?, 5%
[4] CN(C)C(=O)c1cc(C(=O)c2ccccc2C(F)(F)F)c[nH]1
  7%, 32%, -1%, -15%, 1%, 1%, 1%, -10%, 92%[activator]
[5] CCCCOc1ccc(CSc2n[nH]c(C)n2)cc1
  28µM*, 8%, -8%, -14%, -1%, -14%, -10%, -4%, 15%
[6] Cn1nnc(NC(=O)c2ccc(C(C)(C)C)cc2)n1
  13%[2.33 µM], 37%, 4%, -9%, 12%, -11%, 0%, 4%, 14%
[7] CC(C)(C)NC(=O)C1Cc2ccccc2CN1C(=O)Nc1ccccc1Cl (centres undefined)
  63%[activator][59 µM], 38%[activator], -3%, 6%, -2%, -8%, 0%, -10%, 4%
[8] CCOc1ccc2cc(C3CC(c4ccco4)=NN3S(=O)(=O)c3ccccc3)c(Cl)nc2c1 (centres undefined)
  10µM*, 3%, 5%, -10%, 8%, -5%, -2%, ?, -1%
[9] COc1cc(C(CC(=O)N2CCCC2)c2c(OC)cc(OC)c3ccc(=O)oc23)cc(OC)c1OC (centres undefined)
  -21%[59 µM], ?, ?, 32µM*, ?, -6%&-5%, -2%&2%, -11%, ?
[10] CC(C)C(=O)OCc1cn(-c2ccc(Cl)c(Cl)c2)nn1
  26%, 3%, 0%, -10%, 3%, -16%, -6%, 66%[activator], 106%[activator]
[11] NS(=O)(=O)c1ccc(NC(=O)CN2CCCC2)cc1
  4%, -2%, -15%, -9%, -3%, -3%, 2%, -9%, 22%
[12] Cc1ccc(S(=O)(=O)C(CNC(=O)COc2ccccc2)c2cccs2)cc1 (centres undefined)
  11µM*, 13µM*, -7%[60.1 µM], -14%, /, -14%, 2%, ?, 1%
[13] Cc1ccc2cc(C=O)c(N(C)C)nc2c1
  3%[59 µM], -25%, -17%, -7%, -1%, -3%, -6%, 1%, 47%[activator]
[14] CC(C)c1ccc(S(=O)(=O)NCc2ccc3c(c2)OCO3)cc1
  /, 3%, -14%, -18%, -16%, ?, 1%, -5%, 164%[activator]
[15] O=C(Nc1ccc(Oc2ccccc2)cc1)C1CCN(c2c3c(nc4ncnn24)CCC3)CC1
  7%, 20%, -23%, -4%, 0%, ?, -9%, -23%, 8%
[16] N#CCCC(CCC#N)(CCC#N)c1cc[n+](CCc2ccccn2)cc1
  11%[2.33 µM], /, -6%, 6%, 18%, /, /, -3%, 14%
[17] COc1ccccc1CCNC(=O)CCc1c(C)c2cc3c(C)coc3c(C)c2oc1=O
  1%[59 µM], ?, 0%, -10%, /, ?, 0%, 3%, -6%
[18] CC(C)CC1Nc2ccc(C(=O)NCc3ccc4c(c3)OCO4)cc2NC1=O (centres undefined)
  ?, ?, 2%, -16%, 12%, 9%, -2%, -28%, -3%
[19] COc1ccc(C(=O)N/N=C/C(=O)c2ccccc2)cc1
  27%, -5%, -10%, -11%, -9%, -8%, 0%, -9%, 23%
[20] O=C(N=C1SC2CS(=O)(=O)CC2N1Cc1ccccc1Cl)C1CC1 (centres undefined)
  16%, -1%, 4%, -2%, 53%[activator], -8%, -1%, 3%, 37%[activator]

# Continued:
# The line under a structure holds: G9a inh, Pol beta inh, POLK inh, POLH inh, APE1 inh, Anesthetic bind, BLM inh, BAZ2B block, POLI inh
[21] COc1ccc(-c2oc3ncn4nc(-c5ccccc5C)nc4c3c2-c2ccc(OC)cc2)cc1
  -6%[59 µM], 5%, -17%, -5%, /, 6%, -4%, 1%, 11%
[22] CCOc1ccc(/C=C/c2nc(C#N)c(NC3CCCCC3)o2)cc1
  -3%[59 µM], -1%, -16%, -19%, /, 10%, -3%, -30%, 13%
[23] CC(=O)C1=C(c2ccccc2)OC(N)=C(C#N)C1c1ccc(O)cc1 (centres undefined)
  ?, 2%, -11%, -15%, 1%, -3%, -12%, -33%, 2%
[24] CCC1CCC(C(=O)NC(C(=O)NCCCN2CCCCC2C)C(C)C)CC1 (centres undefined)
  16%[59 µM], 19%, 2%, 2%, 4%, -3%, -1%, -3%, 26%
[25] COc1ccccc1-c1nnc(SCC(=O)c2c(N)n(C3CC3)c(=O)[nH]c2=O)o1
  8%[12.7 µM], /, -7%, -14%, 22%, /, /, -2%, 7%
[26] CC(=O)Nc1ccc(Cc2nc3c([nH]2)c(=O)n(C)c(=O)n3C)cc1
  -6%[2.33 µM], 23%, /, /, 11%, 0%, -2%, -5%, /
[27] Cc1cccc(C(=O)N2CCN(S(=O)(=O)N3CCCCC3)CC2)c1
  0%, 2%, -5%, -19%, 9%, -6%, -2%, 1%, -3%
[28] COc1ccc(-c2cc(C(=O)NCc3cccnc3)no2)cc1OC
  48%[12.7 µM], 10%, -1%, -11%, -4%, -5%, 2%, 8%, 12%[58.9 µM]
[29] c1ccc(CNc2c3ccccc3nc3ccccc23)cc1
  -11%[2.33 µM], ?, -27%, ?, -30%, -4%, 100%[activator], -3%, ?
[30] O=C1CCN(c2ccc([N+](=O)[O-])cc2F)CC1
  -23%, 39%, 8%, 5%, -9%, -9%, -1%, -14%, 90%[activator]
[31] Cc1cccc(N2CCN(C(c3cccs3)c3nnnn3C(C)(C)C)CC2)c1C (centres undefined)
  -45%, 9%, -2%, -7%, -9%, -17%, -1%, 3%, -6%
[32] O=C(/C=C/c1ccccc1)N/C(=C/c1ccccc1)C(=O)Nc1cccc(C(=O)O)c1
  ?, -23%, 6%, -18%, 3%, -5%, -5%, -1%, 92%[activator]
[33] CCC(C)NC(=O)COc1ccc(S(=O)(=O)N2CCOCC2)cc1 (centres undefined)
  9%[59 µM], 13%, -1%, -13%, -4%, -10%, -1%, /, 28%
[34] CCCN(C/C=C/I)C1CCc2cccc(O)c2C1 (centres undefined)
  -44%[59 µM], /, 1%[19.4 µM], /, -1%, -3%, /, /, /
[35] O=C(CCc1ccc(O)cc1)c1c(O)cc(O)cc1O
  22%[59 µM], 7.1µM*, ?, -1%[57.1 µM], -6%&-8%&-5%&-12%, -21%, -15%&-10%&2%, 4%, -21%[58.9 µM]
[36] COc1ccc2c(c1)c(=O)oc1c(C)c(OCc3ccc(C(=O)O)cc3)ccc12
  ?, ?, -4%, ?, ?, 8%, -10%, 50µM*, ?
[37] COc1ccc(C2c3ccc(O)cc3Oc3ncn4nc(-c5ccccn5)nc4c32)cc1 (centres undefined)
  68%[activator], 1%, 13%, -12%, 0%, -2%, -4%, 18%, 3%
[38] CC(C)(C)NS(=O)(=O)c1ccc2nc(NC(=O)c3cccnc3)sc2c1
  -12%[59 µM], 94%, -3%[60.1 µM], -1%, /, 4%, 1%, -1%, -9%
[39] Cc1ccc(N(C)C(=O)c2cc(S(=O)(=O)N3CCOCC3)cn2C)cc1
  -2%[59 µM], 2%, 1%, -1%, /, -8%, -2%, -2%, -3%
[40] CCN(CC(=O)NCc1ccc(Cl)cc1)C(=O)CSc1ccc(F)cc1
  -20%[0.501 µM], /, -3%, -14%, 23%, /, /, 0%, -15%

# Next results follow.
# The line under a structure holds: G9a inh, Pol beta inh, POLK inh, POLH inh, APE1 inh, Anesthetic bind, BLM inh, BAZ2B block, POLI inh
[41] Cc1ccc(S(=O)(=O)c2nc(-c3ccccc3Cl)oc2N2CCCCCC2)cc1
  7.1µM*, 6%, -1%, /, /, 429%[activator], -6%, ?, ?
[42] O=C(c1ccc(Br)cc1)N(C1=NCCCCS1)c1ccccc1
  -2%[59 µM], 0%, -1%, -16%, 3%, -8%, -1%, 8%, 7%
[43] COc1ccc(C2C(C(=O)N3CCN(c4ccccn4)CC3)CCC(=O)N2c2ccc(OC)cc2)cc1 (centres undefined)
  -10%, 2%, 8%, -12%, 0%, 1%, -5%, -27%, -10%
[44] CCn1c(SCCOc2ccc(Cl)cc2)nnc1-c1cccs1
  -8%[59 µM], ?, -6%, -19%, 0%, -23%, 0%, /, 10%

# Reformatted: results already given.
(34) CCCN(C/C=C/I)C1CCc2cccc(O)c2C1 (centres undefined)
(35) O=C(CCc1ccc(O)cc1)c1c(O)cc(O)cc1O
(36) COc1ccc2c(c1)c(=O)oc1c(C)c(OCc3ccc(C(=O)O)cc3)ccc12
(37) COc1ccc(C2c3ccc(O)cc3Oc3ncn4nc(-c5ccccn5)nc4c32)cc1 (centres undefined)
(38) CC(C)(C)NS(=O)(=O)c1ccc2nc(NC(=O)c3cccnc3)sc2c1
(39) Cc1ccc(N(C)C(=O)c2cc(S(=O)(=O)N3CCOCC3)cn2C)cc1
(40) CCN(CC(=O)NCc1ccc(Cl)cc1)C(=O)CSc1ccc(F)cc1
(41) Cc1ccc(S(=O)(=O)c2nc(-c3ccccc3Cl)oc2N2CCCCCC2)cc1
(42) O=C(c1ccc(Br)cc1)N(C1=NCCCCS1)c1ccccc1
(43) COc1ccc(C2C(C(=O)N3CCN(c4ccccn4)CC3)CCC(=O)N2c2ccc(OC)cc2)cc1 (centres undefined)
assay / entry	34	35	36	37	38	39	40	41	42	43
G9a inh	-44%[59 µM]	22%[59 µM]	?	68%[activator]	-12%[59 µM]	-2%[59 µM]	-20%[0.501 µM]	7.1µM*	-2%[59 µM]	-10%
Pol beta inh	/	7.1µM*	?	1%	94%	2%	/	6%	0%	2%
POLK inh	1%[19.4 µM]	?	-4%	13%	-3%[60.1 µM]	1%	-3%	-1%	-1%	8%
POLH inh	/	-1%[57.1 µM]	?	-12%	-1%	-1%	-14%	/	-16%	-12%
APE1 inh	-1%	-6%&-8%&-5%&-12%	?	0%	/	/	23%	/	3%	0%
Anesthetic bind	-3%	-21%	8%	-2%	4%	-8%	/	429%[activator]	-8%	1%
BLM inh	/	-15%&-10%&2%	-10%	-4%	1%	-2%	/	-6%	-1%	-5%
BAZ2B block	/	4%	50µM*	18%	-1%	-2%	0%	?	8%	-27%
POLI inh	/	-21%[58.9 µM]	?	3%	-9%	-3%	-15%	?	7%	-10%
